Fam108B inh – mouse Fam108B serine hydrolase inhibitors, primary screen, counter-screen for RBBP9 inhibitor project, biochemical, fluorescence polarization. recombinant Fam108B, FP-Rh probe fluorescence polarization. 0.33% of 300,000 active. inhibition, % at 9.51 µM;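 active means inhibition above the screen mean inhibition plus 3 SD, computed separately per campaign, cut at about 18% in these data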;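 further: inhibitors lower polarization as less probe binds the enzyme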
Bcl-xL primary – inhibitors of human Bcl-xL, primary screen, biochemical, fluorescence polarization, HTS. 0.7% of 320,000 active. inhibition, % at 10.9 µM. GST-Bcl-xL / FITC-Bim BH3 peptide fluorescence polarization. Bcl-2-like protein 1 (Homo sapiens), Q07817;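 active means inhibition above the mean of all tested compounds plus 3 SD, cutoff set per campaign, cut at about 30% in these data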;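 further: 0% = DMSO wells and 100% = unlabeled Bim-BH3 peptide competitor; inhibitors lower millipolarization by displacing the labeled peptide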
Target sequence (Q07817 whole entry, looked up): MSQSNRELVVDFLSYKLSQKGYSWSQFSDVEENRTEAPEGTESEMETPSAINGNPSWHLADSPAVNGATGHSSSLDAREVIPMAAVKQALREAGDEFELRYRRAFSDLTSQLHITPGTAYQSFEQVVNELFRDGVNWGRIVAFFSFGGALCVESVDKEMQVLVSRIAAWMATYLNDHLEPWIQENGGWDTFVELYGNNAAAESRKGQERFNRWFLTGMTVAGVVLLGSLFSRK
CR mimetic SO – reduction of superoxide in aged yeast, primary screen, HTS; superoxide response (% of plate mean), % at 10 µM; 0.18% of 330,000 active; S. cerevisiae aged cells, superoxide DHE fluorescence; active compounds read low;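 active means superoxide response under a set limit, about three screen SD below normal, cut at about 65% in these data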;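 further: yeast aged for seven days with compound at 30 °C before DHE staining; 100% = average MFI of all compound-treated wells on the plate with controls excluded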
MEX-5 binding – MEX-5 zinc finger RNA-binding disruptors – biochemical, C. elegans, fluorescence polarization, MLPCN library, primary screen | Zinc finger protein mex-5 (Caenorhabditis elegans), Q9XUB2 | MEX-5/FITC-TCR2 RNA binding; active compounds read low | activity score (negative = inhibition of binding), % at 10 µM | 0.38% of 300,000 active | AID 1832, 2009;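 active means inhibition past about -25% in most replicates, and total fluorescence under double the plate's negative control median, limit read from the data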;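 further: 0% = DMSO and -100% = 5 µM competing unlabeled TCR2 RNA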
EBNA-1 inhibitor – EBNA-1 DNA-binding inhibitors, primary screen, biochemical, fluorescence polarization | inhibition, % at 14.8 µM | 0.34% of 300,000 active | AID 1950, 2009; in the data active means inhibition above about 28%
Efflux pump inh – inhibitors of Candida efflux pumps in yeast, primary screen, S. cerevisiae, Nile Red, multiplex; AID 485275, 2010; S. cerevisiae Candida pump triplex; 0.44% of 330,000 active; inhibition, % at 10 µM;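 active means plate passing quality check with inhibition over a set limit, or well fluorescence over plate mean plus 4 SD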;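 further: Nile Red retained in pooled yeast measured as flow cytometry median fluorescence; 0% = buffer negative control and 100% = Enniatin B positive control; higher means more Nile Red kept so more efflux inhibition; some compounds called inactive have numbers as strong as hits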
GLD-1 RNA inh – GLD-1/TGE RNA complex disruptors, primary screen, biochemical, fluorescence polarization; purified GLD-1 + fluorescein TGE RNA; Female germline-specific tumor suppressor gld-1 (Caenorhabditis elegans), Q17339; inhibition, % at 5.96 µM; 0.44% of 320,000 active;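 active means percent inhibition above a per-plate cutoff, the plate mean of test compounds plus 3 SD, cut at about 30% in these data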;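 further: 0% = DMSO wells with GLD-1 and probe and 100% = wells lacking GLD-1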
Target sequence (Q17339 whole entry, looked up): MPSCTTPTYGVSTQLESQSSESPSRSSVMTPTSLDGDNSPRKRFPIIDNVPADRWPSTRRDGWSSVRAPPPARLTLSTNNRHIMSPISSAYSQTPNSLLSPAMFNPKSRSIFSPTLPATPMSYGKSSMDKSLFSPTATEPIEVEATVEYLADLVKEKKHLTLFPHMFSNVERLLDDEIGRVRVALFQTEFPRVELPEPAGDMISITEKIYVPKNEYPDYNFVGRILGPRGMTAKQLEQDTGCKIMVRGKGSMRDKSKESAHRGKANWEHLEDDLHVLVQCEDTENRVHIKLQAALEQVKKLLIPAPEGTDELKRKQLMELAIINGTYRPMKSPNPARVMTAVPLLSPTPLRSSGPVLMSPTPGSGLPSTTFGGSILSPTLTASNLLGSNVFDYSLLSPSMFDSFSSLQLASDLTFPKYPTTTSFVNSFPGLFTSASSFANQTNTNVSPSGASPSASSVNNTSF
MCL1-BIM inh – inhibitors of MCL1 binding to BIM-BH3, primary screen, biochemical, fluorescence polarization; GST-MCL1 / FITC-Bim-BH3 fluorescence polarization; 0.68% of 320,000 active; inhibition, % at 10.9 µM; AID 2057, 2009;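 active means inhibition above the mean inhibition of all tested compounds plus 3 SD, set per campaign, cut at about 40% in these data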;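 further: 0% = DMSO wells and 100% = unlabeled Bim-BH3 peptide control; higher means more loss of mP so more displacement of Bim peptide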
Target sequence (Q07820 whole entry, looked up): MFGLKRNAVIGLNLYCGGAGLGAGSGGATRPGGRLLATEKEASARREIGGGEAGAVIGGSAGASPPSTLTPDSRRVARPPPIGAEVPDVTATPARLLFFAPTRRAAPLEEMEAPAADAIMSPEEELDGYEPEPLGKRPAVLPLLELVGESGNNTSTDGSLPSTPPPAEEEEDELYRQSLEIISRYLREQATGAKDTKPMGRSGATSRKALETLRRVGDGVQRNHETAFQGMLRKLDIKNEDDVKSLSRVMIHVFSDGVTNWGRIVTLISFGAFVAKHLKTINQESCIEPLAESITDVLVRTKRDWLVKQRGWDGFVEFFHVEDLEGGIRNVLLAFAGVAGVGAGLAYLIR
ZTA counter – ZTA (EBV) inhibition in EBNA-1 counter-screen. P03206. ZTA-DNA binding, fluorescence polarization. inhibition, % at 11 µM. 0.15% of 320,000 active. AID 2234; in the data active means inhibition above about 33%
An asterisk follows results filed as active; x = not tested or not shown.

SMILES	Fam108B inh	Bcl-xL primary	CR mimetic SO	MEX-5 binding	EBNA-1 inhibitor	Efflux pump inh	GLD-1 RNA inh	MCL1-BIM inh	ZTA counter
Cc1cccc(C)c1NC(=O)CSC(=O)c1sc2ccccc2c1Cl	-5	7	126	-1.9	2	-0.1	2	7	-11
COc1ccc(S(=O)(=O)Nc2cccc(/C=C/C(=O)O)c2)cc1	-1	9	93	-1.1	1	-0.1	5	5	-16
COc1ccc(C(C(=O)NC2CCCCC2)N2CCC3(CC2)OCCO3)cc1 (configuration not stated)	2	3	79	x	1	0.1	3	-5	8
COC(=O)c1sc(S(=O)(=O)N2CCC(C)CC2)c(C(=O)OC)c1C	4	6	86	-1.2	-1	0.1	-1	11	-8
CC(C)C(NC(=O)c1ccccc1)C(=O)NCCc1ccccc1 (configuration not stated)	-2	3	78	0.1	-8	0.2	7	4	4
O=C(Nc1ccc(-n2cccn2)cc1)C1CCCCN1Cc1cccc2c1OCO2 (configuration not stated)	0	1	80	6.1	-18	0.2	-2	-3	10
CCCCN1C(Nc2ccccc2)=NC[C@@H]1CC(C)C	3	3	102	x	-7	-0.1	-2	-1	-7
CC(NC(=O)c1ccc(S(=O)(=O)C(F)F)cc1)c1ccccc1 (configuration not stated)	3	2	104	-0.2	0	0.1	3	5	-1
CCOC(=O)C1CCCCN1C(=O)CCc1nnc(-c2ccc3c(c2)OCO3)o1 (configuration not stated)	1	-4	103	-3.1	14	-0.6	3	0	-1
Cc1ccc(NC(=O)Cc2ccccc2F)cc1S(=O)(=O)N1CCCCCC1	x	-2	77	x	x	0.2	11	7	-5
CCN(CC)S(=O)(=O)c1cc(C(=O)Nc2cccnc2)ccc1Cl	0	2	93	2.0	9	-0.1	2	-3	10
CC12CCC(=O)N1C(C(=O)NNC(=O)c1ccccc1Cl)CS2 (configuration not stated)	x	0	91	x	x	0.1	3	1	-12
O=[N+]([O-])c1ccc(C(O)C[n+]2ccccc2)cc1 (configuration not stated)	5	-8	104	-0.8	1	0.0	0	-19	-9
COc1cccc(C2N=C(c3ccccc3C)NO2)c1OC (configuration not stated)	3	4	107	3.1	-3	-0.1	10	8	-6
CN(Cc1ccc(C(C)(C)C)cc1)C(=O)Cc1ccc(S(=O)(=O)N2CCOCC2)s1	x	0	94	x	x	-0.2	-1	-6	-10
COc1ccc(N2C(=O)CC(Sc3nc(C)c4c(n3)CCCC4)C2=O)cc1 (configuration not stated)	2	-2	95	-1.5	-3	-0.3	6	3	-21
COc1cc(OC)c2ccc(=O)oc2c1C(CCN1CCCC1)c1ccc(N(C)C)cc1 (configuration not stated)	-1	6	106	2.7	2	-0.1	3	10	11
O=C(O)CCn1cc(-c2ccc(Cl)cc2)nc1-c1ccc(Cl)nc1	3	4	100	x	4	-0.1	2	5	26
CCOC(=O)C1(Cc2cccc(Cl)c2)CCCN(C(=O)c2ccco2)C1 (configuration not stated)	1	5	96	-1.6	-1	0.0	5	5	-6
COc1ccc(CCNC(=O)CSc2nnc(Cc3csc(N)n3)n2C)cc1OC	0	6	100	-3.0	-5	0.1	3	3	0
O=c1c(NCCc2ccc(Cl)cc2)c(-c2ccccc2)c1=O	-9	-27	88	1.6	-3	0.0	-48	-26	0
O=C(O)c1cccc(N2C(=O)c3cccnc3C2=O)c1	-3	7	104	1.5	-2	0.0	8	1	-5
O=S(=O)(c1ccc(S(=O)(=O)N(Cc2cccs2)CC2CCCO2)cc1)N1CCCCC1 (configuration not stated)	2	6	92	1.0	-12	0.3	9	16	1
O=c1ccc(Cc2ccccn2)n[nH]1	-1	3	83	1.4	-9	0.0	1	4	-20
COC(=O)Nc1ccc(S(=O)(=O)N2CCCC(C(=O)N3CCC(C)CC3)C2)cc1 (configuration not stated)	-3	-2	121	-0.4	-11	0.3	7	-1	7
O=C(NCCCn1ccnc1)c1cc2cc([N+](=O)[O-])ccc2oc1=O	5	3	92	1.6	-8	-0.1	-2	5	3
CCC(C)(C)n1nnnc1CN1CCC(NC(=O)c2ccccc2C)CC1	2	3	88	-0.7	-8	0.0	-2	-1	0
O=C(O)Cn1nc2ccccc2n1	1	4	101	0.3	6	0.2	-4	-1	-2
COC(=O)C1=C(C)NC(C)=C(C(=O)OC)C1c1ccccn1	-2	2	104	1.1	-6	0.4	6	-1	-3
Cc1cc(C)c(N=C2SCC(=O)N2Cc2ccco2)c(C)c1	1	2	97	2.2	-4	0.3	-3	10	15
CCOC(=O)CCCSc1nc(-c2ccc3c(c2)OCO3)cc(C(F)(F)F)c1C#N	-5	-1	121	1.7	-8	0.1	4	-1	-20
CCCCn1c(N)c(N(CCC(C)C)C(=O)c2cc(Cl)nc3ccccc23)c(=O)[nH]c1=O	x	-2	144	x	x	0.3	1	-2	-12
Cn1c(N)c(C(=O)COC(=O)c2cc(C(F)(F)F)nc3ccccc23)c(=O)n(C)c1=O	1	9	94	-4.7	8	-0.2	4	8	15
COC(=O)C(CC(=O)O)NCc1ccco1 (configuration not stated)	2	8	94	-0.9	5	-0.1	-6	9	9
Cc1cccc(NC(=O)c2sc3ncn(CC(=O)N4CCN(c5ccccn5)CC4)c(=O)c3c2C)c1	1	8	98	-3.4	0	0.1	4	2	3
Cc1ccc2nc(Cl)c(/C=C/C(=O)c3ccco3)cc2c1	-9	2	98	-2.5	10	0.0	4	2	7
COc1ccc2c(=O)cc(-c3ccccc3F)oc2c1	-1	7	107	x	0	-0.1	1	5	4
CCC(=O)Nc1cc(C(F)(F)F)ccc1N1CCCC1	0	9	126	-3.1	-1	0.0	-4	3	-14
COc1ccc(-n2cc(-c3ccccc3)c3c(=O)[nH]cnc32)cc1	2	12	115	1.4	4	-0.1	3	4	11
Cc1ccc(Cl)cc1N1CCN(S(=O)(=O)c2ccc3c(c2)oc(=O)n3C)CC1	-6	5	124	1.4	-2	0.1	2	-2	9
CCOC(=O)CCCNC(=O)CCNC(=O)c1ccc(OCC)cc1	-1	3	96	2.3	7	0.1	-4	9	13
O=C(Nc1cccc(-n2cccn2)c1)C1CCCN(Cc2ccc(C#CCCO)cc2)C1 (configuration not stated)	0	6	101	2.0	-3	1.2	0	2	4
CCCNC(=S)N1CCC(NC(=O)c2cccc(C)c2)CC1	1	0	98	1.1	-3	-0.1	3	2	-7
COc1ccccc1CNC(=O)C1CCCN(S(=O)(=O)c2ccc3c(c2)CC(C)N3C(C)=O)C1 (configuration not stated)	-4	4	104	2.4	-3	-0.1	0	7	4
CC1C(=NO)C(C)C(c2ccc(N(C)C)cc2)NC1c1ccc(N(C)C)cc1 (configuration not stated)	3	0	96	0.5	4	0.1	4	2	5
CCOc1ccc(Br)cc1C(=S)N1CCCC1	1	2	87	1.5	10	-0.1	2	8	13
Cc1noc(C)c1COc1cccc(C(=O)NCc2ccccc2Cl)c1	-4	-2	92	1.2	-3	0.3	2	0	5
CCOc1ccc(OCC(O)CNC2CCN(Cc3ccccc3)CC2)cc1 (configuration not stated)	5	4	93	0.4	-2	0.8	2	0	-23
COc1cccc(C(=O)OCC(=O)NCCc2ccccc2)c1OC	3	0	105	-0.4	9	-0.1	5	-3	19
N#CC1=C2N=C(N)c3ccccc3N2C2=C(C(=O)CCC2)C1c1ccc(Cl)cc1 (configuration not stated)	4	0	115	-0.5	-16	0.0	5	0	-7
CC1(C)CC(=O)C/C(=N\NC(=S)NCc2ccccc2)C1	4	3	91	-7.9	4	0.0	0	15	12
COc1ccc(OCC(=O)NCC(c2ccc(OC)cc2)N2CCCCC2)cc1 (configuration not stated)	0	1	99	1.6	11	0.0	-1	-10	4
CCC(=O)OCC(=O)Nc1cc([N+](=O)[O-])ccc1Cl	-3	1	109	-2.0	-7	-0.2	8	-2	-15
COc1ccc2nc(NC(=O)C3CCCN3S(=O)(=O)c3ccc(C)cc3)sc2c1 (configuration not stated)	-1	4	98	0.3	0	0.3	-1	-1	9
CCCCNC(=O)c1ccc(CS(=O)(=O)c2ccccc2OC)o1	4	5	103	-6.0	-9	0.2	-8	-3	-10
CN(C(=O)CSc1nc2ccccc2n1C)C1CCS(=O)(=O)C1 (configuration not stated)	x	-7	82	x	x	0.0	-3	-5	9
CCOc1ccc(-n2c(C)cc(C(=O)NS(=O)(=O)c3ccc(C)cc3)c2C)cc1	-3	4	107	2.0	-8	0.2	3	7	0
O=C(COC(=O)Cc1ccsc1)Nc1ccc(Cl)c(S(=O)(=O)N2CCOCC2)c1	-6	-5	104	-0.4	7	0.0	-1	-1	3
O=C(O)C1CC(=O)N(c2ccc(F)cc2)C1 (configuration not stated)	3	0	97	0.7	10	0.0	0	1	5
COc1ccc(NS(=O)(=O)c2ccc(-n3cnnn3)cc2)cc1OC	-2	2	106	-1.6	-11	0.0	4	-3	-11
(further entries)
SMILES	Fam108B inh	Bcl-xL primary	CR mimetic SO	MEX-5 binding	EBNA-1 inhibitor	Efflux pump inh	GLD-1 RNA inh	MCL1-BIM inh	ZTA counter
O=C(C1COc2ccccc2O1)N1CCN(Cc2ccc3c(c2)OCO3)CC1 (configuration not stated)	2	5	103	-0.6	4	-0.1	-1	5	18
CC(=O)NC(Cc1c[nH]c2ccccc12)C(=O)OCC(=O)N1CCCCCC1 (configuration not stated)	4	-1	94	2.5	5	0.2	8	0	2
O=C(COc1ccccc1)NCC(=O)Nc1cccc2ccccc12	4	5	105	1.9	-2	-0.1	-3	4	6
O=C(Nc1ccccc1F)N1CCCC1c1cccnc1 (configuration not stated)	-1	-2	112	2.3	4	-0.1	6	-3	-5
CSc1ccccc1NC(=O)CN(C)C(=O)c1ccc(-n2cccn2)cc1	x	1	104	x	x	-0.2	-1	3	15
CCOc1ncnc2c1sc1nc(C)cc(C)c12	0	3	107	0.5	-5	0.3	-9	2	1
CCCCn1c(N)c(N(CC(C)C)C(=O)C2=NN(c3ccccc3)C(=O)CC2)c(=O)[nH]c1=O	x	3	101	x	x	-0.1	7	-4	7
Cc1cc(C)nc(/N=C(\N)Nc2ccccc2-c2ccccc2)n1	-1	-6	96	0.2	-18	-0.1	-5	-2	-2
O=C(CC(c1ccccc1)c1ccccc1O)NCc1ccccc1 (configuration not stated)	2	6	82	-0.8	5	0.1	4	7	2
N#Cc1c(N)nc2c(c1-c1cccnc1)CCCCC2	-3	7	94	0.0	10	-0.1	0	-1	5
Cc1ccc(S(C)(=O)=NC(=O)c2cc(C)on2)cc1 (configuration not stated)	-2	0	83	1.4	-6	-0.1	8	-5	3

In another format: entries from further up
Values run as follows: Fam108B inh | Bcl-xL primary | CR mimetic SO | MEX-5 binding | EBNA-1 inhibitor | Efflux pump inh | GLD-1 RNA inh | MCL1-BIM inh | ZTA counter
- O=C(COc1ccccc1)NCC(=O)Nc1cccc2ccccc12
    4 | 5 | 105 | 1.9 | -2 | -0.1 | -3 | 4 | 6
- O=C(Nc1ccccc1F)N1CCCC1c1cccnc1 (configuration not stated)
    -1 | -2 | 112 | 2.3 | 4 | -0.1 | 6 | -3 | -5
- CSc1ccccc1NC(=O)CN(C)C(=O)c1ccc(-n2cccn2)cc1
    x | 1 | 104 | x | x | -0.2 | -1 | 3 | 15
- CCOc1ncnc2c1sc1nc(C)cc(C)c12
    0 | 3 | 107 | 0.5 | -5 | 0.3 | -9 | 2 | 1
